Screening data from PubChem BioAssay.
NCI-60 one-dose screen, 48 h, at 10 µM unless noted. Numbers give growth in % (100 = growth as untreated, 0 = no growth, -100 = all killed).
NCI-H522 – NCI-H522 lung cancer | 8% of 78,000 active | AID 1794739
NCI-H460 – NCI-H460 lung cancer. 6.8% of 82,000 active. AID 1794736
HCT-116 – HCT-116 colon cancer; 7.3% of 82,000 active
NCI-H226 – NCI-H226 lung cancer; 3.5% of 79,000 active; AID 1794732
HCT-15 – HCT-15 colon cancer. 5.2% of 82,000 active
COLO 205 – COLO 205 colon cancer. AID 1794742. 7.3% of 79,000 active
NCI-H23 – NCI-H23 lung cancer; AID 1794731; 4% of 80,000 active
NCI-H322M – NCI-H322M lung cancer; 2.7% of 80,000 active; AID 1794733
NCI/ADR-RES – NCI/ADR-RES ovarian cells. 4.4% of 81,000 active
* hit, by the source's call; . = no result given; & = joins results of further samples. The calls were made as follows: active = growth percent below 10; inactive = the rest.

SMILES	NCI-H522	NCI-H460	HCT-116	NCI-H226	HCT-15	COLO 205	NCI-H23	NCI-H322M	NCI/ADR-RES
CN(C)CCCn1c2c(c3ccc(-c4ccn[nH]4)cc3c1=O)C(=O)c1ccccc1-2	26	1.6*	29	6.9*	11	43	22	82	50
O=C1c2ccccc2C(Br)c2ccccc21	73	112	84	105	97	81	93	93	103
O=C1C(Cl)=C(NSCCSNC2=C(Cl)C(=O)c3ccccc3C2=O)C(=O)c2ccccc21	82	105	80	99	89	103	82	94	88
C/C(=N\Nc1ncc(C(N)=O)c(N)n1)c1ccccc1	83	106	96	96	105	108	93	75	96
Clc1ccc(-c2nnc(COc3ccc(C4=NNC(c5ccco5)C4)cc3)o2)cc1 (stereo not given)	87	83	86	.	59	105	62	37	73
COc1ccc(-c2nnc(COc3ccc(NC(=O)Nc4ccc(Cl)c(C(F)(F)F)c4)cc3F)o2)cc1	-55*	-25*	4.4*	34	8.1*	-7.2*	-20*	33	5.9*
COC(=O)CCCNCCCn1ccc2cc(NCc3cccc(-c4ccccc4)c3C)ccc21	92	82	53	70	55	64	62	98	79
CCCOc1ccc(N2CCN(c3ncnc4c3ncn4Cc3ccc(I)cc3)CC2)cc1	48	29	44	60	66	59	48	77	40
CCCCCCCCCc1ccc(OC(=O)c2ccccc2)cc1	104	98	95	93	102	110	92	98	103
NS(=O)(=O)c1ccc(N=Nc2c(O)n(Cc3ccccc3)c3ccc(Cl)cc23)cc1	69	65	69	34	89	94	91	84	82
CCc1ccccc1-n1c(N)c(C#N)c(-c2ccc(OC)c(OC)c2)c(C#N)c1=O	105	121	110	109	101	138	105	108	111
N#Cc1c(N)nc2c(c1N)C(Sc1ccc(F)cc1)c1ccc(O)cc1O2 (stereo not given)	72	105	95	95	87	120	86	90	96
O=C(O)CCCCSCCCCC(=O)O	83	113	108	93	106	113	103	109	109
O=c1[nH]c2cnn(-c3ccccc3)c2c(=O)n1O	98	107	98	111	99	106	100	117	106
Nc1nc(N)c2c(n1)NC(c1ccccc1)CC(c1ccc(Nc3nc(NCCO)nc(N4CCOCC4)n3)cc1)=N2 (stereo not given)	86	99	88	81	93	92	92	101	102
Cc1c(Cl)cccc1Nc1n[nH]c(=S)s1	92	97	98	103	98	131	86	108	91
CCN(CC)C(=O)N1C(=O)c2ccccc2S1(=O)=O	88	96	76	92	96	98	96	107	99
ClCC#CCSc1ncnc2nc[nH]c12	75	99	91	90	94	108	99	110	105
COc1cc(CCN=Cc2cc(Cl)cc(Cl)c2O)c([N+](=O)[O-])cc1OC	.	100	96	81	93	110	104	90	102
CCCCn1c(O)c(N=NC(=O)c2ccc(S(N)(=O)=O)cc2)c2ccccc21	81	100	64	100	103	111	101	105	100
S=C(NNc1ccccc1)NC1CCCCC1	83	106	98	105	99	89	101	103	92
CCCCCCCCCCCC[n+]1c(C)cc(N)c2ccccc21	-30*	.	-4.6*	11	35	-67*	-37*	.	53
O=CC(F)(F)F	99	102	102	.	105	99	103	105	105
COc1ccc(-c2nnc(SC/C(=N\O)c3ccccc3)o2)cc1	71	99	92	95	97	110	89	113	91
CCOC(=O)c1sc2ncnc(Oc3ccc(NC(=O)Nc4ccc(Cl)cc4)cc3)c2c1C	66	106	82	85	79	100	82	.	82

A draw from above in order of length of the SMILES, rising.
SMILES	NCI-H522	NCI-H460	HCT-116	NCI-H226	HCT-15	COLO 205	NCI-H23	NCI-H322M	NCI/ADR-RES
O=c1[nH]c2cnn(-c3ccccc3)c2c(=O)n1O	98	107	98	111	99	106	100	117	106
COc1ccc(-c2nnc(SC/C(=N\O)c3ccccc3)o2)cc1	71	99	92	95	97	110	89	113	91
Nc1nc(N)c2c(n1)NC(c1ccccc1)CC(c1ccc(Nc3nc(NCCO)nc(N4CCOCC4)n3)cc1)=N2 (stereo not given)	86	99	88	81	93	92	92	101	102

Continuation.
SMILES	NCI-H522	NCI-H460	HCT-116	NCI-H226	HCT-15	COLO 205	NCI-H23	NCI-H322M	NCI/ADR-RES
O=c1[nH]c2ccccc2cc1-c1nc2ccc(Cl)cc2[nH]1	38	18	22	55	23	52	54	50	74
CN(C)C1CCN(Cc2ccc(NC(=O)c3cncc(C#Cc4cnc(N)c5ncccc45)c3)cc2C(F)(F)F)CC1	85	0.5*	87	90	53	70	85	112	-64*
Cc1ccc(Nc2nnc(-c3ccco3)o2)cc1	88	108	101	98	99	117	107	109	108
CC(C)(C)N(N)Cc1ccccc1	95	112	106	92	105	119	.	.	113
Cc1oc(-c2ccc(Cl)cc2)nc1C1=NN(C(=O)c2ccncc2)C(c2ccc(F)cc2)C1 (stereo not given)	89	100	96	90	101	116	83	98	89
O=C(CNCCCc1ccccc1)c1ccc(O)c(O)c1	66	.	103	98	73	102	99	78	90
COCCOC(=O)Nc1cc(Cl)ccc1C	89	104	98	91	101	111	99	110	104
CCOC(=O)c1cc(/C=C/c2cccc(Cl)c2)on1	75	99	-58*	95	65	119	81	96	91
O=c1oc2ccccc2cc1C1=Nn2c(nnc2-c2cccnc2)SC1	92	106	97	84	99	107	95	99	99
CCOC(=O)C1CCCCC1C(=O)OCC (stereo not given)	99	102	105	99	103	105	96	100	102
CCCCC1(C=O)NC(=O)NC1=O (stereo not given)	89	109	82	89	111	111	96	93	103
O=C1CC(C(=O)NCc2ccc(Cl)cc2Cl)CN1 (stereo not given)	78	102	95	.	100	112	103	99	98
COc1ccc(-c2nc3sccn3c2-c2ccnc(NCCNS(=O)(=O)c3ccc(C(F)(F)F)cc3)n2)cc1	-1.0*	15	10	4.5*	9.2*	0.7*	16	37	9.1*
COCCN(/N=N/c1nc[nH]c1C(N)=O)C(C)(C)C	108	90	66	90	96	119	101	104	98
O=C1C(C2SC(=S)N(C3CCCCCCC3)C2=O)SC(=S)N1C1CCCCCCC1 (stereo not given)	93	88	88	102	89	109	99	101	104
CCOC(=O)CCC(NC(=O)c1ccc(N(C)CCC(C)=O)cc1)C(=O)OCC (stereo not given)	.	102	116	98	103	109	115	110	109
O=C1/C(=C\c2ccc(F)cc2)CN(C(=O)c2ccc([N+](=O)[O-])cc2)C/C1=C\c1ccc(F)cc1	47	68	-73*	38	7.3*	39	49	76	24
CC(=O)Nc1ccc2nc(NC(=O)c3[nH]c(C)c(Cl)c3Cl)sc2c1	91	83	52	108	85	112	90	99	91
CCOP(=O)(OCC)/C(C#N)=C/c1ccc([N+](=O)[O-])cc1	95	103	99	91	98	115	91	100	97
CC(C)=CC(=O)N(C(C)C)C(C)C	96	108	100	101	107	110	100	110	106
CCOc1cc(-c2ccc[nH]2)[nH]c1/C=C1\N=C(C)C(C(=O)OC)=C1C	-50*	-79*	-60*	-62*	-27*	-79*	-59*	-62*	-59*
COc1ccc(-c2nc3ccc(-c4nc5ccc(N6CCN(c7ccc(F)cc7)CC6)cc5[nH]4)cc3[nH]2)cc1OC	45	71	11	67	45	30	61	88	81
O=BNc1ccccc1	113	115	109	122	127	145	102	121	106
COC(=O)c1ccc2ccccc2c1	100	105	99	94	94	109	94	108	98
Cc1cccc(NC(=O)Nc2ccc(Nc3ncnc4sc5c(c34)CCN(C(=O)OC(C)(C)C)C5)cc2)c1	85	94	90	76	97	91	90	96	96

Going on with the list:
SMILES	NCI-H522	NCI-H460	HCT-116	NCI-H226	HCT-15	COLO 205	NCI-H23	NCI-H322M	NCI/ADR-RES
CC1(C)CC(=O)C2=C(C1)OC(C(=O)c1ccc([N+](=O)[O-])cc1)C2c1cccc(Oc2ccccc2)c1 (stereo not given)	63	96	61	86	81	99	93	84	85
c1ccc(Cn2nc(OCCN3CCCCC3)c3ccccc32)cc1	97	106	100	92	106	102	104	93	103
CN(C)c1cccc(S(=O)(=O)O)c1	111	123	101	108	115	119	109	91	104
O=C(O)c1ccc(NC(=O)C(Cl)Cl)cc1	99	110	93	99	100	106	99	102	102
C/C=C1\SC(=S)NC1=O	103	107	97	103	99	104	99	108	107
N#CCS(=O)(=O)c1ccccc1	92	107	106	108	117	99	104	100	106
O=P(c1ccccc1)(c1ccccc1)C(O)c1cccs1 (stereo not given)	96	112	100	.	101	120	105	113	108
CC1=C/C(=N/OS(=O)(=O)c2ccc(C)cc2)CC(C)(C)C1	82	116	94	101	95	111	85	120	96
CCOC(=O)C1=C(C(=O)c2ccc(OC)cc2)C(c2cccc([N+](=O)[O-])c2)C(C(=O)c2ccc(OC)cc2)=C(C(=O)OCC)N1	73	100	54	92	73	116	91	94	92
COc1ncc(-c2ccc3nccc(C#CCCCCC(=O)O)c3c2)cc1NS(=O)(=O)c1ccc(F)cc1F	43	12	41	46	28	29	44	18	56
CCOC(=O)Cc1csc(/N=C\c2c(O)c3ccccc3oc2=O)n1	83	100	80	93	87	94	90	84	97
CCCOCc1cc(CN2CCN(c3cccc(Cl)c3)CC2)c(O)c2ncccc12	61	79	71	.	73	72	77	79	67
O=C1C=CC(=O)N1c1ccc(N2C(=O)C=CC2=O)cc1	-12*	103	98	85	91	95	91	92	102
Fc1ccccc1CNc1c2ccccc2nc2ccccc12	66	13	14	56	30	15	44	50	38
CSC(SC)=C1C(=O)Nc2ccccc21	93	102	94	99	96	124	94	101	97
N#C/C(=C\c1ccc(-c2ccc(Cl)c(Cl)c2)o1)C(=O)Nc1ncc(Cc2ccc(Cl)cc2)s1	47	-42*	9.5*	74	14	56	38	33	33
O=C(Nc1ccc(I)cc1)Nc1nc2ccc([N+](=O)[O-])cc2s1	-89*	-72*	-100*	-74*	-100*	-92*	-96*	-87*	-88*
CC(=O)Cc1nsc(NC(=O)c2ccc(COc3cccc(C)c3)o2)n1	94	104	102	101	102	109	104	105	106
CC(=O)n1cc(/C=C2\N=C(c3ccccc3)N(c3ccc(S(=O)(=O)Nc4ccccn4)cc3)C2=O)c2ccccc21	82	87	83	97	85	114	92	91	92
CC1CC(C)c2ccccc21 (stereo not given)	105	104	112	94	107	104	105	92	106
Cc1cc(N=C2NC(=O)/C(=C/c3cc(C(C)(C)C)c(O)c(C(C)(C)C)c3)S2)no1	66	28	22	50	23	51	66	54	38
C=CCOC(CN(CCCC)CCCC)CN(CCCC)CCCC	69	88	48	103	78	101	83	136	104
Cc1ncc(N)c2c1OC(C)(C)OC2	92	110	106	102	113	102	98	111	104
COc1ccc2nc(Cl)c(-c3cc(-c4ccccc4)nc(=O)[nH]3)cc2c1	67	18	9.4*	61	0.7*	93	58	78	6.7*
O=c1[nH]c2ccc(Cl)cc2[nH]c1=O	72	107	85	103	110	110	94	92	102

An excerpt of these results, with values under each structure:
Values in the order: NCI-H522 | NCI-H460 | HCT-116 | NCI-H226 | HCT-15 | COLO 205 | NCI-H23 | NCI-H322M | NCI/ADR-RES
O=P(c1ccccc1)(c1ccccc1)C(O)c1cccs1 (stereo not given)
→ 96 | 112 | 100 | . | 101 | 120 | 105 | 113 | 108
CC1=C/C(=N/OS(=O)(=O)c2ccc(C)cc2)CC(C)(C)C1
→ 82 | 116 | 94 | 101 | 95 | 111 | 85 | 120 | 96

The listing picks up, repeating the four entries before the break.
SMILES	NCI-H522	NCI-H460	HCT-116	NCI-H226	HCT-15	COLO 205	NCI-H23	NCI-H322M	NCI/ADR-RES
C=CCOC(CN(CCCC)CCCC)CN(CCCC)CCCC	69	88	48	103	78	101	83	136	104
Cc1ncc(N)c2c1OC(C)(C)OC2	92	110	106	102	113	102	98	111	104
COc1ccc2nc(Cl)c(-c3cc(-c4ccccc4)nc(=O)[nH]3)cc2c1	67	18	9.4*	61	0.7*	93	58	78	6.7*
O=c1[nH]c2ccc(Cl)cc2[nH]c1=O	72	107	85	103	110	110	94	92	102
CC(C)(O)c1ccc2c(c1)CC[C@@H]1C(C)(C)C(=O)CC[C@@]21C	99	107	99	99	101	118	106	109	106
NCc1cccc(CN)c1	102	114	110	98	107	106	110	112	100
O=C(Cn1cc(Cn2c(=O)c(-c3nc4ccccc4[nH]3)cc3ccccc32)nn1)Nc1ccccc1	79	98	82	96	98	94	94	101	94
Cc1cc(C)c(C(=O)CCC[n+]2ccccc2)c(C)c1	56	108	68	99	98	87	97	98	102
O=C(c1cc2cccnc2n1-c1ccc(Cl)c(Cl)c1)N1CCC1	86	102	93	101	99	105	108	99	91
CC(=O)CCSCc1ccccc1	.	103	112	105	112	121	118	104	117
COc1cc(OC)c(OC)cc1/C=C/C(=O)CC(=O)/C=C/c1cc(OC)c(OC)cc1OC	64	108	84	.	83	.	92	90	95
C/C(CC(C)C)=N/O	101&106	109&114	105&94	100&98	107&105	112&109	97&100	110&113	104&95
CCN1C(=O)N(CC)C2C1NN=c1s/c(=C\c3ccccn3)c(=O)n12 (stereo not given)	15	8.9*	24	92	33	-2.8*	35	46	2.1*
COc1ccc2c(c1)/C(=C\c1ccc(O)cc1)C(=O)N2	71	97	95	97	70	117	88	90	88
CCCCCCN(CCCCCC)CC(=O)c1ccc2cc(Br)c3ccccc3c2c1	84	99	92	88	103	114	101	110	109
CCCN1CC(c2ccc(OC)c(OC)c2)=C(c2cn(C(=O)OCC)c3ccccc23)C1=O	24	37	21	77	26	42	66	91	30
CCOc1ccccc1NC(N)=S	98	113	91	87	102	113	88	101	96
COc1cccc(/C(C)=N\Nc2ccc([N+](=O)[O-])cc2[N+](=O)[O-])c1OC	81	102	111	.	92	103	88	104	98
CCCCCCCCCCCCCCNc1nc(-c2ccc(C(F)(F)F)cc2)ncc1-c1ccc(C(F)(F)F)cc1	86	104	99	100	105	108	97	100	100
